# Screens from PubChem BioAssay.
# NCI-60 one-dose screen, 48 h, at 10 µM unless noted. Numbers give growth in % (100 = growth as untreated, 0 = no growth, -100 = all killed).
# UACC-257: UACC-257 melanoma | 78,000 tested, 4.4% active | AID 1794764
# SK-MEL-28: SK-MEL-28 melanoma. 81,000 tested, 4.1% active. AID 1794761
# SK-MEL-5: SK-MEL-5 melanoma. 80,000 tested, 6.4% active
# A549/ATCC: A549/ATCC NSCLC. AID 1794740. 81,000 tested, 3.7% active
# UACC-62: UACC-62 melanoma. 81,000 tested, 5.4% active
# SK-MEL-2: SK-MEL-2 melanoma. 77,000 tested, 4.7% active
# MDA-MB-435: MDA-MB-435 melanoma; AID 1794794; 82,000 tested, 7.8% active
# M14: M14 melanoma; 80,000 tested, 6.2% active
# * = called active by the depositor; x = not tested or not shown. The calls were made as follows: active = growth percent below 10; inactive = the rest.
no.	SMILES	UACC-257	SK-MEL-28	SK-MEL-5	A549/ATCC	UACC-62	SK-MEL-2	MDA-MB-435	M14
1	Cc1cc(C)c([I+]c2c(C)cc(C)cc2C)c(C)c1	-50*	-61*	-97*	6.9*	-93*	-44*	-81*	-78*
2	COc1ccc(-c2nc(S(=O)(=O)c3ccc(C)cc3)c(S(=O)(=O)CC(=O)N(C)Cc3ccccc3)o2)cc1	68	65	78	85	47	51	32	36
3	O=C(/C(=C/c1cccc(Cl)c1)c1ccccc1)c1ccccc1	87	112	93	84	x	88	87	91
4	COc1ccc(NC(=O)c2ccc3c(c2)NC(=O)[C@H]2CCCN32)cc1	91	88	86	101	83	95	43	88
5	CC(=O)c1ccc(NC(=O)Cn2c(=S)n(-c3ccccc3)c(=O)c3ccccc32)cc1	98	112	97	89	91	105	96	106
6	Cc1cc(O)c2c(c1)C1OC(=O)CCCN1C1=C2C(=O)c2cccc(OC3CC(O)C(O)C(C)O3)c2C1=O (stereo not given)	x	115	97	64	105	85	31	79
7	Cc1ccc(C2=Nn3c(nnc3-c3ccccc3)SC2)cc1	55	76	21	45	41	-15*	-22*	12
8	NC(=O)C1(Nc2ccc(-c3ccccc3)cc2)CCCC1	112	103	113	105	88	114	102	101
9	C=CC(=O)OCC(C)(C)COC(=O)C=C	76	102	99	80	90	88	110	107
10	COc1ccc(-n2c(NC(=O)N3CCN(C)CC3)c(C#N)c3ccccc32)cc1	60	69	37	45	51	73	72	54
11	O=C(Nc1ncccc1OCc1ccccc1Cl)NC12CC3CC(CC(C3)C1)C2	83	104	80	87	74	101	90	87
12	NC(=O)c1ccccc1N	110	131	118	100	97	115	104	104
13	O=C(O)CC/C(=N/O)c1ccccc1	111	93	108	100	95	103	104	97
14	COc1ccc(N/N=C/c2cn(-c3ccc(C(=O)O)cc3)nc2-c2cc3ccccc3oc2=O)cc1	89	70	39	57	23	60	52	42
15	COc1cc(/C=C/c2nc(Nc3ccc(Cl)cc3)c3ccccc3n2)ccc1O	103	120	x	101	93	103	110	x
16	CCOCCOC(=O)Nc1ccc(C)c(NC(=O)OCCOCC)c1	124	108	95	105	110	x	105	97
17	CC(C)(C)CC(C)(C)n1nnnc1N	97	117	100	92	105	96	102	111
18	CCN(CC)C(CC(=O)c1ccccc1)C(=O)c1ccccc1 (stereo not given)	95	118	94	102	100	110	99	105
19	Cc1occc1-c1nc2s/c(=C/c3ccc(-c4cc(Cl)cc(Cl)c4)o3)c(=O)n2n1	92	101	98	93	87	93	100	92
20	COc1ccc(/C=C2\Oc3cc(C)c(Cl)c(C)c3C2=O)cc1OC	99	101	100	95	85	100	105	104
21	COc1ccc(C(=O)CSc2nccc(N3CCN(C)CC3)n2)cc1	93	86	95	98	92	95	94	94
22	O=C(CCCN1CCC2(CCCCC2)CC1)c1ccc(F)cc1	100	96	97	98	100	107	100	95
23	Cc1ccc2c(c1)=C/C(=C\c1cc(-c3ccccc3)oc1O)C(=O)N=2	109	104	105	105	101	114	110	91
24	O=C1CCCCN1CCCCC#Cc1cccc(C#Cc2cccnc2)c1	84	107	63	81	36	96	85	105
25	CCCCSSCCCC	92	101	106	100	107	112	107	104
26	COc1ccccc1Cn1cc(C#N)c(N)c1C(=O)c1ccc(Br)cc1	100	100	97	101	70	99	94	99
27	C#CCOc1ccc(/C=N/Nc2nc(-c3cc4cc(OC)ccc4oc3=O)cs2)cc1OC	55	19	39	10	54	55	64	42
28	CC1=CN2C(=NC3=C(CCC/C3=C\c3ccc(Cl)cc3)C2c2ccc(Cl)cc2)S1 (stereo not given)	93	102	96	99	x	98	89	102
29	N=c1nc(N)nc(N)n1-c1ccc(S(=O)(=O)O)cc1	100	108	123	95	107	87	100	88
30	Nc1cc(=O)[nH]n1S(=O)(=O)c1ccccc1	116	105	102	114	99	104	106	107

# Some of these compounds in order of length of the SMILES, smallest number first.
no.	SMILES	UACC-257	SK-MEL-28	SK-MEL-5	A549/ATCC	UACC-62	SK-MEL-2	MDA-MB-435	M14
25	CCCCSSCCCC	92	101	106	100	107	112	107	104
12	NC(=O)c1ccccc1N	110	131	118	100	97	115	104	104
13	O=C(O)CC/C(=N/O)c1ccccc1	111	93	108	100	95	103	104	97
9	C=CC(=O)OCC(C)(C)COC(=O)C=C	76	102	99	80	90	88	110	107
30	Nc1cc(=O)[nH]n1S(=O)(=O)c1ccccc1	116	105	102	114	99	104	106	107
1	Cc1cc(C)c([I+]c2c(C)cc(C)cc2C)c(C)c1	-50*	-61*	-97*	6.9*	-93*	-44*	-81*	-78*
18	CCN(CC)C(CC(=O)c1ccccc1)C(=O)c1ccccc1 (stereo not given)	95	118	94	102	100	110	99	105
24	O=C1CCCCN1CCCCC#Cc1cccc(C#Cc2cccnc2)c1	84	107	63	81	36	96	85	105
21	COc1ccc(C(=O)CSc2nccc(N3CCN(C)CC3)n2)cc1	93	86	95	98	92	95	94	94
26	COc1ccccc1Cn1cc(C#N)c(N)c1C(=O)c1ccc(Br)cc1	100	100	97	101	70	99	94	99
11	O=C(Nc1ncccc1OCc1ccccc1Cl)NC12CC3CC(CC(C3)C1)C2	83	104	80	87	74	101	90	87
23	Cc1ccc2c(c1)=C/C(=C\c1cc(-c3ccccc3)oc1O)C(=O)N=2	109	104	105	105	101	114	110	91
10	COc1ccc(-n2c(NC(=O)N3CCN(C)CC3)c(C#N)c3ccccc32)cc1	60	69	37	45	51	73	72	54
28	CC1=CN2C(=NC3=C(CCC/C3=C\c3ccc(Cl)cc3)C2c2ccc(Cl)cc2)S1 (stereo not given)	93	102	96	99	x	98	89	102
5	CC(=O)c1ccc(NC(=O)Cn2c(=S)n(-c3ccccc3)c(=O)c3ccccc32)cc1	98	112	97	89	91	105	96	106
19	Cc1occc1-c1nc2s/c(=C/c3ccc(-c4cc(Cl)cc(Cl)c4)o3)c(=O)n2n1	92	101	98	93	87	93	100	92
6	Cc1cc(O)c2c(c1)C1OC(=O)CCCN1C1=C2C(=O)c2cccc(OC3CC(O)C(O)C(C)O3)c2C1=O (stereo not given)	x	115	97	64	105	85	31	79

# (listing goes on)
no.	SMILES	UACC-257	SK-MEL-28	SK-MEL-5	A549/ATCC	UACC-62	SK-MEL-2	MDA-MB-435	M14
31	COc1ccc(NC(=O)CSc2nnc(Cn3c(C(F)(F)F)nc4ccccc43)o2)cc1	100	107	99	78	89	100	98	98
32	O=C(c1nc2ccccc2[nH]1)C1C(c2cccc(F)c2)C2CSCN2[C@@]12C(=O)Nc1ccccc12 (stereo not given in full)	99	102	89	85	80	96	96	97
33	O=C(O)CCSC(c1ccccc1)(c1ccccc1)c1ccccc1	93	102	99	100	96	106	119	105
34	COc1ccc(-c2nnc(-c3cccnc3)o2)cc1	102	120	92	99	98	110	100	112
35	CC(C)CC(=O)Nc1ccc(Cl)cc1	83	88	98	75	94	65	107	101
36	CCCCOC(=O)C(N)Cc1ccc(OC)cc1 (stereo not given)	102	116	111	96	103	112	106	107
37	COc1ccc(-c2nn(-c3ccc(S(C)(=O)=O)cc3)cc2/C=N/O)cc1	104	96	99	105	97	109	109	109
38	COc1ccc(C(CC(=O)c2ccccc2)Sc2ccccc2N)cc1OC (stereo not given)	x	109	92	x	90	111	110	104
39	O=C(Nc1nc(-c2ccc(Br)cc2)cs1)c1cc(-c2ccc(Cl)cc2)nc2ccc(Cl)cc12	93	90	86	81	71	84	106	92
40	COC(=O)c1c(Nc2ncnc(Nc3cc(OC)c(OC)c(OC)c3)n2)ccc2c1OCCO2	99	103	99	95	107	119	108	90
41	CCCCCn1c(=N)c(S(=O)(=O)c2ccccc2)cc2c(=O)n3ccccc3nc21	102	103	87	89	88	102	110	108
42	CN(C)c1ccc(/C=C/C(=O)c2ccc(Nc3nc(Nc4ccc(F)cc4)nc(Nc4ccc(Cl)cc4)n3)cc2)cc1	82	74	50	53	75	53	56	54
43	CCOC(=O)c1nnc2cc(-c3ccccc3)nn2c1C	113	112	96	110	95	128	115	103
44	Cc1ccc(NC(=O)OCCN(C)C)cc1Cl	92	100	75	83	74	85	94	96
45	CN(C)c1ccc(/C=C(\C#N)C(=O)O)cc1	101	112	99	100	100	92	109	103
46	C=C(CC(=O)OC)C(C)=O	118	118	107	114	95	118	116	119
47	COc1ccc2c(c1)C1=NN(C(C)=O)C(c3cc(OC)c(OC)c(OC)c3)C1C2 (stereo not given)	101	120	103	107	94	104	107	101
48	Cc1c(C(=O)Nc2ccc(Cl)cc2)sc2c(=O)[nH]c(C(F)(F)F)nc12	107	97	92	84	72	87	95	118
49	CC(C)C(N)=Nc1ccc(Cl)c(Cl)c1	103	125	102	94	106	97	97	103
50	Cc1ccc(-n2nnc(C(=O)O)c2-c2ccncc2)cc1	83	110	97	82	94	95	96	x
51	c1cc2c3c(cccc3c1)NC1(CCC3(CC1)Nc1cccc4cccc(c14)N3)N2	91	113	81	89	102	47	46	86
52	Cc1cc(C)c(O)c(Br)c1	104	102	98	110	x	95	117	96
53	Cc1cccc[n+]1CCc1ccccc1	91	114	101	86	104	102	98	105
54	O=C(OCCO)c1ccc(O)cc1	87	105	99	94	111	112	100	114
55	Nc1cc2c(cc1C(=O)c1cccc(F)c1)OCCO2	93	105	109	92	104	x	92	107
56	Clc1ccc(C(c2cccs2)N2CCNCC2)cc1 (stereo not given)	103	97	105	101	103	115	100	86
57	CCc1cccc2c3c(sc12)C(c1ccc(Cl)cc1)c1c(nc(CC(=O)Nc2ccccc2)[nH]c1=O)O3 (stereo not given)	89	65	96	72	34	76	14	67
58	CN1C(=O)/C(=C/c2nccs2)SC1=S	85	96	97	99	79	97	84	87
59	CCN(CC)C(=O)C[N+](C)(C)CCOC(c1ccccc1)c1ccccc1	x	105	103	101	106	103	93	100
60	COc1ccc(NC(=O)N=c2oc3ccccc3cc2-c2cc3ccccc3[nH]2)cc1	96	95	92	97	74	104	100	86

no.	SMILES	UACC-257	SK-MEL-28	SK-MEL-5	A549/ATCC	UACC-62	SK-MEL-2	MDA-MB-435	M14
61	Nc1c(C(=O)Nc2cccc([N+](=O)[O-])c2)sc2nc3c(cc12)C(O)CCC3 (stereo not given)	67	55	35	39	47	26	-23*	35
62	CCOC(=O)c1c(-c2ccco2)c(C#N)c(=O)n(-c2cccc(C(F)(F)F)c2)c1N	98	101	102	103	91	112	96	100
63	CC1CN(CCOC(=O)Nc2ccc(Cl)cc2)CCN1C(C)(C)C (stereo not given)	92	108	98	108	x	100	98	95
64	Oc1ccc2ccccc2c1CN(Cc1ccccc1)Cc1ccccc1	89	100	121	108	106	106	111	107
65	C=COC(=O)c1ccccc1C(=O)OCCCC	110	118	99	41	103	124	110	110
66	O=[N+]([O-])c1ccc(/C=C(/C2=NCCN2)n2ccc3ccccc32)cc1	86	110	93	95	85	97	91	88
67	COc1ccc(C2=NN(c3ccc(S(N)(=O)=O)cc3)C(c3cn(-c4ccccc4)nc3-c3ccc(OC)cc3)C2)cc1 (stereo not given)	97	103	99	80	90	105	89	92
68	O=C(Nc1ccc(Cl)cc1)Nc1cccc(-c2cc(=O)c3ccccc3o2)c1	100	103	x	95	94	98	96	92
69	COc1ccc(C2C(=O)c3ccccc3C2=O)cc1	90	111	99	97	89	x	103	116
70	NC(Cc1cnc2ccccc2c1)C(=O)O (stereo not given)	78	105	108	90	98	76	107	97
71	C#CCn1cccc1CNc1ccc(OC)cc1	24	-49*	-6.2*	-48*	-92*	-14*	-54*	7.1*
72	Cc1ccc(C(=O)CSc2nnc3sc(Nc4ccc(C#N)cc4)nn23)cc1	94	105	101	96	92	110	109	103
73	CCC(CC)COC(=O)c1ccccc1C	101	107	106	100	103	x	108	101
74	O=C(Nc1ccc(OCc2ccc(C(F)(F)F)cc2)cc1)c1ccc2nc(NC(=O)c3ccc(NCCc4ccccc4)c([N+](=O)[O-])c3)sc2c1	94	99	85	88	79	88	95	88
75	COc1cc2nc(N3CCCC3)nc(NCc3ccccc3)c2cc1OC	-47*	57	68	76	97	106	7.0*	-71*
76	Oc1ccc(Br)cc1/C=N/NC(=S)NC12CC3CC(CC(C3)C1)C2	26	51	29	8.3*	30	48	19	21
